Compound activity as filed in PubChem BioAssay.
PKM2 act = qHTS Assay for Activators of Human Muscle isoform 2 Pyruvate Kinase; Pyruvate kinase PKM (Homo sapiens), P14618; purified PKM2, Kinase-Glo ATP luminescence, activation; response scale: 0% is enzyme alone, no compound; Potency, µM (doses to about 57.5 µM), for the others: top-dose activation, actives largely listed as activators; hit rate 0.34% among 260,000; further: potency means the concentration at half of the fitted maximal effect; on the % scale 0 is the no-effect control and ±100 the full control effect; nearly all actives have a fitted effect of over 55% in size
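Purified hPK-M2 (>95%) run at intermediate activity with 0.1 mM ADP and 0.5 mM PEP in 50 mM imidazole pH 7.2, KCl, MgCl2; 1 h room temperature. ATP formed read by Kinase-Glo luminescence; normalized to uninhibited and no-enzyme controls.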
Menin MLL FP TR = qHTS Assay for Inhibitors Targeting the Menin-MLL Interaction in MLL Related Leukemias: Competition With Texas Red Labeled MLL-derived Mutant Peptide. O00255. Menin + Texas Red MLL mutant peptide, fluorescence polarization. Potency, µM (top dose mostly 61.6 µM), inactives show top-dose FP activity change, negative = inhibition, actives largely listed as inhibitors. hit rate 0.23% among 270,000; active means well fitted inhibition curve with a large enough effect in the polarisation, with a control signal flat, not every such curve was filed as active; inconclusive means small, poorly fitted or top-dose-only effect, or effect the other way, or a change in a side signal; inactive means no such curve, though single readings can be large or run the other way; the % refers to the polarisation; further: potency means the concentration at half of the fitted maximal effect; % of control where 0% means no effect; many of its hits are not listed in these tables
Target sequence (O00255 whole entry, looked up): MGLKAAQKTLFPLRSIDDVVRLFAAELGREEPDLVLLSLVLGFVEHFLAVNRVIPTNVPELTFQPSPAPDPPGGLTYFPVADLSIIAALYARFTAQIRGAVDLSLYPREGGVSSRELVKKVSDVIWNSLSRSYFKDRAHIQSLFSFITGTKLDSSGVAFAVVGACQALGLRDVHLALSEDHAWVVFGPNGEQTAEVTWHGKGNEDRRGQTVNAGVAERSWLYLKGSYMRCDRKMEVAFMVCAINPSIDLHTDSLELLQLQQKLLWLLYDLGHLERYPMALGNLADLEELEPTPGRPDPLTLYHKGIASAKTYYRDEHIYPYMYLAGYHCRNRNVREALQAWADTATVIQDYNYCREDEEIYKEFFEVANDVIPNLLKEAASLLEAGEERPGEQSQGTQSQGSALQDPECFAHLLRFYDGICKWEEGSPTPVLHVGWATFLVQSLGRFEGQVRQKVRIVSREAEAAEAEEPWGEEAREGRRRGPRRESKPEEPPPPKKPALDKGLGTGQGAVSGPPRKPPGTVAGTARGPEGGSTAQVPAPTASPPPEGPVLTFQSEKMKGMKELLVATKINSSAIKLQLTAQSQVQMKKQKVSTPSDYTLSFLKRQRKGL
BRCA1 expr up = qHTS Assay to Identify Small Molecule Activators of BRCA1 Expression. hit rate 1.1% among 380,000. MCF7-BRCA1-FFLuc reporter, luminescence, 48 h; response scale: scaled: vehicle 0%, 10 µM genistein 100%. Potency, µM (titrated, usually from 46.1 µM), for inactives: at the highest dose activation, usual class: activators; further: potency means the concentration at half of the fitted maximal effect; nearly all actives have a fitted effect of over 80% in size; some results filed as inactive show a strong effect at the top dose
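MCF7-BRCA1-FFLuc cells, 2000/well in phenol-red-free MEM, attached 2 h then treated 48 h at 37 C. Luciferase luminescence read 15 min after reagent; normalized to genistein maximum activation (10microM) and DMSO, concentration-response fitted.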
Giardia killer = Small Molecules that selectively kill Giardia lamblia: qHTS; Giardia lamblia trophozoite viability; activity change, % at 7.66 µM, hits read low; hit rate 0.15% among 340,000; AID 540267, 2011; in the data active means activity change below about -80%; inconclusive means between about -30% and that limit;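 further: parasites exposed to compound for two days anaerobically before the ATP read; on the % scale 0 is the no-effect control and ±100 the full control effect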
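Killing of trophozoites was scored by loss of ATP luminescence after a 48 hrs anaerobic exposure to compounds at 37 deg C, using 100 cells per well.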
NPC1 promoter act = qHTS Assay for NPC1 Promoter Activators | Potency, µM (titrated, usually from 9.22 µM), without a hit: top-dose activation, actives largely listed as activators | AID 485313, 2010 | hit rate 2.4% among 320,000 | Huh7 NPC1 promoter luciferase reporter, 24 h;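 further: potency means the concentration at half of the fitted maximal effect; % of control where 0% means no effect; nearly all actives have a fitted effect of over 60% in size; reporter is driven by a mutant NPC1 promoter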
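Cells: Huh7 expressing luciferase under the NPC1 promoter, 1500/well. Seeded 2 h, compound added, incubated 24 h at 37 °C. Luciferase reagent, 10 min ambient, then luminescence.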
FLuc counter = qHTS profiling assay for firefly luciferase inhibitor/activator using purifed enzyme and Km concentrations of substrates (counterscreen for miR-21 project) | AID 588342, 2011 | Potency, µM (top dose mostly 57.5 µM), for the others: at the top dose activity change, negative = inhibition, usual class: inhibitors | hit rate 6.9% among 360,000 | purified FLuc, Km substrates, luminescence inhibition;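 further: potency means the concentration at half of the fitted maximal effect; plate controls were vehicle for no effect and reference inhibitor for full effect; nearly all actives have a fitted effect of over 55% in size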
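Biochemical qHTS of compounds, final roughly 60 µM downward over six points, against 10 nM purified firefly luciferase using Km concentrations of substrates (10 uM D-luciferin, 10 uM ATP) in Tris acetate pH 7.5 buffer; luminescence output.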
RORgamma inh = qHTS for inhibitors of ROR gamma transcriptional activity. hit rate 5.4% among 310,000. Drosophila S2 Gal4-RORgamma UAS-luciferase reporter, 20 h. Potency, µM (titrated, usually from 53.6 µM), without a hit: top-dose activity change, negative = inhibition, most hits filed as inhibitors. Nuclear receptor ROR-gamma (Mus musculus), P51450; further: potency means the concentration at half of the fitted maximal effect; on the % scale 0 is the no-effect control and ±100 the full control effect; nearly all actives have a fitted effect of over 60% in size
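Compounds are pin-transferred onto Drosophila Schneider cells expressing a copper-inducible Gal4–ROR gamma transactivation domain fusion. After 1 hr, copper sulfate is added to 700 uM final; luciferase is read 20 hr later.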
Rab9 promoter act = qHTS Assay for Rab9 Promoter Activators | Huh7 Rab9 promoter-luciferase reporter, luminescence, 24 h | Potency, µM (doses to about 9.22 µM), for the others: top-dose activation, negative = inhibition, usual class: activators | hit rate 2.8% among 320,000; further: potency means the concentration at half of the fitted maximal effect; % of control where 0% means no effect; nearly all actives have a fitted effect of over 60% in size
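Luminescence from Amplite-detected luciferase (10 minutes, ambient) reports Rab9 promoter activation. Before that, stable Rab9-luciferase Huh7 cells (1500/well, reduced-serum OP-MEM I plus 10% FBS) were exposed to compound for 24 hours at 37C.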
ELG1 genotoxic = qHTS screen for small molecules that induce genotoxicity in human embryonic kidney (HEK293T) cells expressing luciferase-tagged ELG1; HEK293T ELG1-luciferase reporter, luminescence, 16 h; Potency, µM (highest dose often 46 µM), inactives show at the top dose activity change, positive = activation, usual class: activators; hit rate 1.3% among 330,000; further: potency means the concentration at half of the fitted maximal effect; % of control where 0% means no effect; nearly all actives have a fitted effect of over 60% in size
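Screening used a luciferase reporter fused to human ELG1 in HEK293T cells. Luminescence was read on a CCD plate imager after 16 hr exposure and 30 min ONE-Glo incubation.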
VP16 counter = VP16 counterscreen qHTS for inhibitors of ROR gamma transcriptional activity. Drosophila S2 Gal4-VP16 UAS-luciferase, luminescence, 20 h. Potency, µM (doses to about 53.6 µM), for inactives: at the top dose activity, negative = inhibition, hits mostly inhibitors. hit rate 3.5% among 310,000;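 further: Gal4-VP16 expression switched on by copper sulfate through the metallothionein promoter; potency means the concentration at half of the fitted maximal effect; on the % scale 0 is the no-effect control and ±100 the full control effect; nearly all actives have a fitted effect of over 50% in size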
p53 reactivation = qHTS assay for re-activators of p53 using a Luc reporter; H1299 p53-A138V BP100-luciferase reporter, luminescence, 24 h; Potency, µM (series often up to 92.2 µM), for the others: top-dose activity change, positive = activation, usual class: activators; hit rate 0.063% among 320,000; further: potency means the concentration at half of the fitted maximal effect; % of control where 0% means no effect; nearly all actives have a fitted effect of over 45% in size
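p53-null H1299 cells stably carrying temperature-sensitive p53-A138V and a BP100-luciferase reporter were pinned with compounds (4-point, 1:5 series) and held 24 hrs at 37 deg C. Luminescence was read 10 min after detection reagent.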
An asterisk follows results filed as active; ? = inconclusive; nt = not tested or not shown; [ ] = another dose, or the depositor's remark. Unless noted, the call rests on the fitted dose curve; in most records, active means well fitted curve in the direction sought with a large enough effect; inconclusive means small, poorly fitted or top-dose-only effect, or another doubt; inactive means no such curve, though single readings can be large; an effect the other way counts as inactive or inconclusive. The list is partial. The share of hits here may be higher or lower than overall.

structure,PKM2 act,Menin MLL FP TR,BRCA1 expr up,Giardia killer,NPC1 promoter act,FLuc counter,RORgamma inh,Rab9 promoter act,ELG1 genotoxic,VP16 counter,p53 reactivation
COc1ccccc1-n1nnnc1SCC(=O)N(C)C1CCS(=O)(=O)C1 (centres undefined),nt,nt,6%,1,2%,-1%,nt,17%,2%,nt,7%
C/C(Cl)=C\Cn1c(NCCc2ccccc2)nc2c1c(=O)n(C)c(=O)n2C,-8%,-11%,-79%[inhibitor],-5,-25%,-6%,7.1µM*,-34%[inhibitor],-13%,3.5µM*,7%
CC(C)(C)c1ccc(OCC(=O)Nc2ccc(-c3nc4cccnc4o3)cc2)cc1,-10%,2%,48%,-11,nt,0%,-21%,nt,nt,10%,nt
Cc1ccc(CN2CCN(Cc3ccc4c(c3)OCCO4)CC2CCO)cc1 (centres undefined),-2%,-12%,3%,0,2%,-2%,3%,-16%,0%,-13%,-1%
COc1ccc(-n2c(N)c(C(=O)NCC3CCCO3)sc2=S)cc1 (centres undefined),-1%,27%,10%,11,-2%,3%,1%,-2%,0%,-4%,1%
CC1(C)CC(=O)c2cc(C(=O)NC3CCSC3=O)c(=O)n(-c3ccccc3)c2C1 (centres undefined),0%,-3%,6%,10,1%,-4%,5%,-1%,-2%,2%,2%
Cc1ccc(S(=O)(=O)N2CCOCC2)cc1NC(=O)COC(=O)Cc1ccsc1,-22%,-10%,5%,8,-1%,-2%,11%,-3%,0%,-10%,1%
COc1ccc(S(=O)(=O)N2CC(C)N(C(=O)N(C)C)C2C(C)C)cc1 (centres undefined),0%,-7%,0%,31[activator],-4%,-1%,-8%,-2%,-15%,-7%,-3%
CCCNC(=S)N1CCN(c2nc(C)nc3sc4c(c23)CCCC4)CC1,-23%,7%,-1%,-3,0%,-1%,?,-18%,-13%,-12%,-2%
CCN(CCO)c1nc(SC)nc2c1sc1nc(-c3ccco3)c3c(c12)CCC3,8%,?,-9%,2,16%,-10%,3%,3%,-6%,-8%,9%
Cc1cccc(CC2S/C(=N/N=C/c3ccco3)NC2=O)c1 (centres undefined),-9%,-1%,0%,-15,-13%,-1%,0.89µM*,-9%,1%,5.6µM*,0%
CC(=O)SC(C)CC(=O)NCc1ccccc1 (centres undefined),-4%,?,19%,3,1%,-1%,23%,12%,0%,8%,2%
O=C(O)CCCCCn1c(SCC(=O)Nc2ccc(F)cc2)nc2ccsc2c1=O,-1%,13%,-9%,-2,6%,?,16%,2%,0%,2%,2%
COc1ccccc1NC(=O)Cn1nnc(-c2ccccc2NC(=O)c2cc3ccccc3oc2=O)n1,-1%,20µM*,53%,9,?,?,-9%,24%,?,-4%,3%
CCCc1cc(C(=O)N2CCCN(C)CC2)cs1,-1%,-5%,29%,15,1%,3%,nt,4%,2%,nt,nt
CC(C)CCNC(=S)Nc1ccc(Br)cc1,4%,11%,16%,9,15%,21µM*,3.5µM*,20%,2%,10µM*,7%
Cc1cc(C(=O)N/N=C/C=C/c2ccc([N+](=O)[O-])cc2)n[nH]1,15%,7%,3%,-3,0%,-4%,-13%,-1%,1%,-2%,-2%
Cc1cc(C)n2nc(-c3ccsc3-n3c(C)ccc3C)cc2n1,5%,1%,-35%,-2,-1%,-2%,-8%,5%,5%,1%,20%
CSc1nc2ccccc2c(=O)n1Cc1ccc(F)cc1,2%,2%,-10%,-16,1%,-1%,38%,3%,0%,7%[10 µM],-5%
CCCCCn1c(N2CCOCC2)nc2c1c(=O)n(CC(N)=O)c(=O)n2C,-20%,-2%,-24%,5,3%,-1%,0%,9%,0%,?,-3%
O=C(NC1CCCC1)C(c1ccccc1F)N(C(=O)Cc1cccs1)c1ccc2c(c1)OCCO2 (centres undefined),4%,-4%,-27%,-12,-5%,0%,21%,0%,-6%,3%,5%
CCC(=O)c1ccc(OCC(O)Cn2nnc3ccccc32)cc1 (centres undefined),4%,-5%,10µM*,2,24%,?,?,?,?,9%,20%
CN(Cc1ccccc1)S(=O)(=O)c1ccc(OCC(=O)Nc2cccc([N+](=O)[O-])c2)cc1,-5%,?,13%,-4,-2%,3%,29%,-7%,-3%,-12%,-1%
CCc1ccc(C2=Nn3c(nnc3-c3cccs3)SC2)cc1,-11%,-4%,-65%,-7,-2%,-9%,13%,-1%,-8%,2%,-2%
Cc1cc(C)c2c(c1)/C(=N/NS(=O)(=O)c1ccccc1)CCC2,23%,2%,-48%,-3,1%,0%,?,-2%,0%,-3%,-1%
CC(=O)c1cccc(NC(=O)c2ccc(S(=O)(=O)N3CC(C)OC(C)C3)cc2)c1 (centres undefined),nt,nt,-13%,-16,-7%,3%,nt,0%,4%,nt,1%
COc1ccccc1CNC(=O)CN(C)S(=O)(=O)c1ccc2c(c1)n(C)c(=O)c(=O)n2C,nt,nt,5%,-4,-18%,0%,-2%,-4%,0%,-5%,0%
CC(=O)Nc1ccc(S(=O)(=O)N(C)c2ccc(OCC(=O)OCC(=O)NCc3ccco3)cc2)cc1,4%,nt,-5%,-7,-5%,2%,1%,-1%,3%,-2%,2%
COc1ccc(CC(=O)NCC(C)(C)N2CCOCC2)cc1,nt,nt,1%,-15,-3%,0%,6%,3%,9%,0%,0%
COc1ccc(S(=O)(=O)N2CCOCC2)cc1NC(=O)COC(=O)C1CC1C (centres undefined),nt,nt,-9%,-4,-2%,4%,nt,1%,-3%,nt,1%
Cc1cccc(C)c1NC(=O)CNC(=O)CNC(=O)Cc1cccc2ccccc12,nt,nt,-6%,5,-3%,7%,nt,-3%,0%,nt,5%
CC(C)(C)n1nnnc1C(c1ccc(C#N)cc1)N1CCCC2(CCCCC2)C1 (centres undefined),-2%,3%,-41%,-10,-4%,6%,-7%,11%,-10%,-8%,-9%
CCc1ccc(NC(=O)Cn2cnc([N+](=O)[O-])c2)cc1,-1%,6%,8%,-10,0%,-1%,-4%,0%,-1%,2%,7%
CCCOc1ccc(-c2c(C(=O)N/N=C/c3cccs3)nnn2-c2nonc2N)cc1,nt,nt,-36%,3,-4%,2%,2.2µM*,4%,-5%,3.2µM*,-7%
CCNC(=O)CC1C(=O)N(CC)C(=S)N1NC(=O)c1cccnc1 (centres undefined),-5%,-1%,-6%,14,0%,1%,-11%,-2%,4%,-6%,1%
COCCN(C(=O)COC(=O)/C=C/c1nc2ccccc2s1)c1c(N)n(Cc2ccccc2)c(=O)[nH]c1=O,nt,nt,-15%,2,2%,21µM*,nt,-2%,-22%,nt,29%
Cc1cc(S(=O)(=O)NC(C)C)ccc1OCC(=O)N1CCOCC1,0%,3%,11%,-8,0%,5%,2%,2%,-2%,5%,-1%
CC(C)NC(=O)C1CCCN(S(=O)(=O)c2cccc3nonc23)C1 (centres undefined),-2%,-4%,-4%,-24,3%,1%,-3%,-5%,-3%,-2%,1%
COc1cc2c(cc1OC)-c1cc(NCc3ccccn3)nc(=O)n1CC2,3%,1%,-22%,-5,-1%,-17%,-6%,-8%,10%,-4%,-12%
CCOC(=O)Nc1sc(C)c(C)c1C(N)=O,-4%,0%,1%,2,-6%,4%,23%,-1%,0%,3%,-24%
COc1ccc(C(=O)CC(=O)C(=O)Nc2cc(C)ccc2C)cc1,nt,0%,-17%,9,1%,?,7.1µM*,2%,-7%,10µM*,0%
CC(C)OC(=O)CSc1nnc(SCc2cccc3ccccc23)s1,0%,-9%,3%,-8,1%,?,6%,-1%,0%,-16%,0%
C[C@@H]1[C@H](O)C[C@@]23COC(=O)C2=CCC[C@@H]3[C@@]1(C)CC/C(=C/CO)CO,nt,nt,-19%,1,-2%,5%,nt,1%,25%,nt,0%
CC(=O)Nc1cccc(C(=O)Nc2cccc3ncccc23)c1,nt,3%,-4%,-4,0%,-19%,23%,-5%,-8%,10%,1%
